# TWEAK-Fn14 inh: inhibitors of TWEAK-Fn14 signaling, primary screen, luciferase reporter cells, uHTS; TWEAK-stimulated Fn14 reporter cells, luciferase luminescence, 8 h; inhibition, % at 10 µM; actives 2% (n = 360,000); AID 1159606, 2016; in the data active = inhibition above about 50%
# hiPSC survival: enhancers of single-cell hiPSC survival, primary screen, ATPlite luminescence; 100% = ROCK inhibitor wells, 0% = DMSO; survival enhancement, % at 20 µM; actives 0.044% (n = 360,000); AID 602274, 2012; in the data active = survival enhancement above about 18%;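 note: cells exposed to compounds for 16 hours before the ATP read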
# Shn3 inh set2: reduction of Shn3 3'UTR firefly luciferase signal, primary screen, Schnurri-3 inhibitor project, cell-based, Clone20 osteoblasts, set 2; AID 588674, 2011; inhibition, % at 12.5 µM; actives 0.52% (n = 360,000); Clone20 osteoblast Shn3 3'UTR firefly luciferase, 24 h;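 active = mean inhibition of at least 75% with every replicate also reaching 75%; inconclusive = mean inhibition at least 75% but some replicate below; inactive = mean inhibition below 75%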;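 note: 0% = median of neutral control wells and 100% = pilot-screen positive control compound; some compounds past the cut are filed as inactive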
# NR2E3 ag-1: inhibitors of NR2E3-RetCOR corepressor binding, primary screen, NR2E3 agonist project, biochemical, TR-FRET, GST-NR2E3, biotin-RetCOR; actives 0.12% (n = 320,000); AID 2300, 2010; 1536-well; inhibition of corepressor binding, % at 4.78 µM;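 active = percent inhibition above the cutoff of mean plus 3 SD of all tested compounds, set per screening campaign, cut at about 20% in these data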;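 note: 0% = DMSO wells and 100% = biotin wells as full block of FRET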
# Target sequence (Q9Y5X4 whole entry, looked up): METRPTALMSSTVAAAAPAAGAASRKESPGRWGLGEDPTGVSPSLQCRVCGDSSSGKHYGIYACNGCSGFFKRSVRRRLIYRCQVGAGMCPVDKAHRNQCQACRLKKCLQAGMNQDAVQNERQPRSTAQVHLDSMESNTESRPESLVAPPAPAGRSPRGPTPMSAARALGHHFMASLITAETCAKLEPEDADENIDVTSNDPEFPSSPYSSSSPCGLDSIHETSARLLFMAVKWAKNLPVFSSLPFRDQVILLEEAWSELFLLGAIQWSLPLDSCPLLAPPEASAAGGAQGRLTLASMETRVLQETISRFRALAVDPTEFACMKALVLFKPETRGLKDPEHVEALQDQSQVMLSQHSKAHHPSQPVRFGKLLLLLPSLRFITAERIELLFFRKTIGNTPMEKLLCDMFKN
#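 Material: NR2E3–RetCOR corepressor complex | Quantity: 1.35 nM GST-tagged NR2E3 final | Schedule: 5 h at 4 °C | Replication: Singlicate compound wells | Reagent: RetCOR corepressor, biotinylated, 7 nM | Controls: Biotin wells as high control, 0.6% DMSO wells as low control | Signal: TR-FRET, Eu(K)-anti-GST donor, streptavidin-D2 acceptor, ex 340, em 617/671 nm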
# NR2E3 ag-2: NR2E3 agonists in two-hybrid cells, primary screen, cell-based, luminescence, CHO-S, Gal4-NCOR/VP16-NR2E3 | Photoreceptor-specific nuclear receptor (Homo sapiens), Q9Y5X4 | luciferase | inhibition of corepressor binding, % at 3.98 µM | actives 0.35% (n = 360,000) | AID 602229, 2012;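 active = inhibition above the mean of all tested compounds plus 3 SD, cut at about 70% in these data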;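 note: 0% = DMSO with NR2E3 transfected cells and 100% = cells lacking NR2E3 construct; higher means lower luciferase signal from less NR2E3 corepressor binding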
# Peg3 promoter: Peg3 promoter-driven luciferase inhibitors, primary screen, cell-based, HeLa, luciferase luminescence. actives 1.7% (n = 360,000). AID 588405, 2011. HeLa PEG-Prom luciferase reporter, overnight. inhibition, % at 20 µM;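 active = inhibition of at least 50% at 20 µM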
# aDG glyco act: activators of alpha-DG glycosylation, primary screen, uHTS, Pro5-aDG cells, AlphaScreen; alpha-DG glycosylation AlphaScreen (IIH6); 0% Pro5, 100% B10-LARGE cell signal; activation, % at 10 µM; actives 0.22% (n = 360,000); AID 624168, 2012;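 active = activation of at least 8% versus controls, or a plate z-score of at least 8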;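 note: Pro5 are CHO cells carrying HIG-tagged alpha-DG that lacks glycosylation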
# KKLEB cytotox: cytotoxicity in KKLEB CF airway cells, primary screen, cytotoxicity control for CF NF-kB inhibitor project, cell-based, uHTS, fluorescence assay plates. actives 0.36% (n = 360,000). activity change (cytotoxicity), % at 5 µM. KKLEB CF airway cells viability, ATPlite luminescence, overnight; hits give low values; cells stimulated with P. aeruginosa culture filtrate;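 active = corrected activity change at or below -50% at 5 µM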
# CF NFkB block: inhibitors of PAF-induced NF-kB signaling, primary screen, cell-based, GFP fluorescence, uHTS; AID 588850, 2011; actives 0.86% (n = 360,000); KKLEB NF-kB-GFP reporter, GFP fluorescence overnight; inhibition, % at 5 µM;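 active = at least 50% inhibition at 5 µM, scaled per plate between neutral and stimulator controls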;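 note: PAF is a Pseudomonas aeruginosa culture filtrate used as stimulus; plate controls were PAF-stimulated DMSO wells for no effect and unstimulated DMSO wells for full effect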
# TRPM1 prom inh: inhibitors of MITF-dependent TRPM1 promoter reporter, primary screen, cell-based, SK-MEL-5, single point, luciferase | SK-MEL-5 TRPM1 promoter luciferase, 24 h | inhibition, % at 12.5 µM | actives 0.83% (n = 330,000);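 active = mean inhibition across replicates of 60% or more, whatever share of single replicates reaches that level; inconclusive = some that reach 60%, reason not given; inactive = mean inhibition across replicates below 60%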; note: values of inactives mirror those of a sister screen read the other way
# HIF-2a inh: HIF-2a reporter inhibitors, primary screen, luminescence, 786-0 RCC cells | 786-0 RCC cells HIF-2a reporter, luciferase luminescence, overnight | inhibition, % at 18.8 µM | actives 0.72% (n = 360,000);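 active = inhibition of the luminescence signal of 40% or more relative to plate controls, in a single-dose primary screen at 18.75 µM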
# Starred values were filed as active, the others as inactive; u = inconclusive; x = not tested or not shown.
canonical_smiles	TWEAK-Fn14 inh	hiPSC survival	Shn3 inh set2	NR2E3 ag-1	NR2E3 ag-2	Peg3 promoter	aDG glyco act	KKLEB cytotox	CF NFkB block	TRPM1 prom inh	HIF-2a inh
COC(=O)c1c(N2C(=O)[C@H]3[C@@H](C2=O)[C@]2(C(=O)Nc4c2ccc(C)c4C)N2CCC[C@@H]32)sc(C)c1C	5	1.8	21	1	-4	9	0.2	-6	17	9	-2
Cc1ccc(CNC(=O)c2cncc(Br)c2)cc1	19	1.4	3	3	-34	-49	-0.2	15	24	-7	-37
O=C(Nc1cccnc1Cl)c1cc(-c2ccc(F)cc2)on1	-62	-0.4	-41	0	-8	-73	0.0	4	-6	-45	-48
CCCNS(=O)(=O)c1ccc(OCC(=O)N2CCCC2)cc1	-8	0.0	-3	-1	8	-4	-0.2	5	3	2	15
CS(=O)(=O)N(CC(=O)N1CCc2ccccc2C1)c1ccc(Br)cc1	30	-0.5	-25	0	7	8	-0.1	3	-16	x	14
CC(C)C(=O)Nc1nnc(-c2ccccc2)o1	-16	-0.3	-3	4	-8	-18	0.0	-6	0	-4	-14
O=c1c(NCCc2ccccc2)c(-c2ccccc2)c1=O	-9	-0.5	61	3	2	4	0.3	-11	12	-2	9
COc1ccc(CCNC(=S)N2CCN(S(=O)(=O)c3ccc(C)cc3)CC2)cc1	8	-0.5	31	2	1	30	0.4	14	-4	2	9
O=C(NNC(=S)NCCc1ccccc1)c1ccc(Br)s1	-4	-1.8	-3	4	-20	-61	-0.1	19	-11	-7	-181
CCOC(=O)c1c(-c2ccc(OC)cc2)csc1NC(=O)CSc1ccccc1	3	-0.2	15	-3	-21	16	0.3	-13	17	7	6
CC(Sc1nc2ccccc2c(=O)n1CC1CCCO1)C(=O)Nc1ccc(S(N)(=O)=O)cc1 (stereo not drawn)	9	-0.4	9	-1	13	-30	-0.1	-5	-10	-1	-1
O=C(O)c1ccccc1-c1ccc(/C=C/c2cc(C(F)(F)F)[nH]c(=O)n2)o1	36	0.2	12	x	0	21	-0.6	-3	14	2	21
O=C(NCc1cccc(Br)c1)C1CC2Cn3c(nc4ccccc43)C2N1c1ccccc1 (stereo not drawn)	0	6.1	2	6	23	-4	0.6	16	-15	5	6
CCOc1cc(CNCCSc2nnnn2C)cc(Br)c1OCc1ccccc1	22	0.7	70	3	24	25	0.7	-32	-4	13	10
O=C(CN1CCN(c2ncccn2)CC1)N1CCCc2c1c(=O)oc1ccc(O)cc21	-4	3.7	7	-2	-3	2	0.0	-1	-4	9	-52
Clc1ccc(OCCNCCc2ccccc2)cc1	-11	-0.7	3	-2	-13	-1	0.1	-8	8	11	3
CC(C)(C)c1ccc(C(=O)NCCC(=O)N2CCC3(CC2)NCCc2[nH]cnc23)cc1	-21	-0.4	0	-2	-8	-12	0.2	-17	12	-15	2
Cc1cccc(/C(N)=N/OC(=O)C23CC4CC(CC(C4)C2)C3)c1	35	1.1	-41	1	-28	-69	0.3	5	7	-18	-94
CCOc1ccc2oc(C(=O)N3CCN(c4ccccc4OCC)CC3)c(C)c2c1	-5	-0.1	7	1	-25	27	5.6	-1	9	14	9
CCc1nc2c(OCc3ccc(C(F)(F)F)cc3)cccn2c1N(C=O)Cc1ccc(OC)cc1	-7	-0.1	13	x	-17	17	1.0	-15	6	x	-6
O=C(CSc1nc2ccccc2c(=O)n1NC(=O)c1ccccc1)c1ccc(Cl)cc1	34	-2.5	-23	1	-178	-153	0.1	0	6	-45	-124
O=C(NCCN1CCCCCC1)c1ccc(N2CCCC2=O)cc1	-13	-0.5	4	0	-11	-5	0.0	0	4	-4	12
CCc1ccc(NC(=O)c2noc3c2CCCCC3)cc1	-29	-0.4	-97	1	-96	-262	0.0	8	-4	-47	-228
Cc1ccc(C(=O)C(C)OC(=O)c2n[nH]c(=O)c3ccccc23)cc1 (stereo not drawn)	-5	-3.0	-1	0	-5	2	0.8	-2	6	-2	15
COP(=O)(OC)c1nc(-c2cccc3ccccc23)oc1NCCc1ccccc1	24	-2.1	-1	9	-7	26	0.4	-8	22	7	0
O=C(NCc1nnnn1-c1ccc(Cl)cc1)C1CC(=O)N(c2ccc(F)cc2)C1 (stereo not drawn)	4	3.9	4	x	-16	-6	0.2	11	-5	x	8
O=C(c1ccccc1)c1c2c(cc3sc4ccccc4[n+]13)-c1cccc3cccc-2c13	60*	-2.8	78	6	-73	101*	1.2	-36	-29	86*	77*
CCOC(=O)c1ccc2c(c1)n(CC)c(/C=C/N(C)c1ccccc1)[n+]2CC	17	-2.8	49	-2	-27	32	1.7	3	13	u	8
Cc1cc(OC(C)C(=O)NCCCN2CCOCC2)c2c(C)c(C)c(=O)oc2c1 (stereo not drawn)	-8	-0.5	3	0	-10	0	0.6	12	-14	-3	-3
O=C(Nc1cc(-c2ccccc2)[nH]n1)c1ccc(Cl)cc1	-3	-0.4	-41	2	-73	-309	0.4	9	19	-46	-284
CSc1ccc(/C=N/N(C)S(=O)(=O)c2ccc(C)cc2)cc1	18	0.6	47	-2	34	11	0.3	2	-15	8	4
COC(=O)c1ccccc1NC(=O)c1sc(N)nc1C	-22	-2.8	5	-1	-15	-22	0.3	2	-15	0	-2
CCN(CC)CCN1C(=O)C(=O)/C(=C(/O)c2ccncc2)C1c1ccccc1F (stereo not drawn)	3	-0.5	-12	-4	-3	7	-0.1	5	-1	-3	4
Cc1ccc(N2CC(NS(=O)(=O)c3cccs3)CC2=O)cc1 (stereo not drawn)	6	0.9	1	-1	2	-16	0.0	17	-23	1	-15
C/C(=N/Nc1ncc(Br)cn1)c1ccc([N+](=O)[O-])cc1	-13	-0.6	-6	1	-69	-20	0.0	12	-13	-9	-42
O=C(CSc1nnc(Nc2ccccc2)s1)NC1CCCC1	32	-0.2	-9	x	-3	0	-0.2	4	-23	4	5
Cc1c[n+](CC(=O)c2ccccc2)cs1	90*	-0.4	-11	2	-11	-5	0.1	4	-20	1	4
COc1ccc(/C=C2\SC(=S)N(c3cccnc3)C2=O)cc1	9	-0.4	7	-1	-21	-25	0.0	4	14	-3	-1
O=C(CCCC(=O)NCCc1ccccc1)NCCc1ccccc1	-8	1.5	-44	-5	2	6	-0.1	-10	24	-4	18
Cn1c(N)c(C(=O)CSc2nc(C3CC3)n(-c3ccccc3)n2)c(=O)[nH]c1=O	-6	-0.5	-22	24*	1	0	0.1	5	-14	0	10
COc1ccccc1CNCc1cc(Br)ccc1OC	-21	-0.3	23	4	-16	-4	0.7	-6	6	-2	11
COc1ccccc1-c1coc2c(CN(C)C)c(O)ccc2c1=O	10	-0.2	2	1	-18	12	-0.1	0	4	-1	15
CC(=O)OC(C(=O)Nc1ccccc1)C(C)S(=O)(=O)c1ccccc1 (stereo not drawn)	9	4.4	68	1	-19	-13	1.0	-2	-8	-2	1
CN(NC(=O)NN(C)C(=O)c1ccccc1)C(=O)c1ccccc1	-16	-2.5	-4	x	-1	-13	-0.2	1	-1	-7	-2
Cc1cc(C)c(C(N)=O)c(SCC(=O)c2ccc(Cl)cc2)n1	-2	-0.9	-16	3	-46	-49	0.1	7	14	-16	-83
CC(=O)N/N=C(\C)CC(=O)NC(C)(C)C	13	0.8	5	7	3	-10	0.5	-3	1	-2	7
Nc1ccc(C23CC4CC(CC(C4)C2)C3)cc1	-13	-0.2	0	1	4	1	0.7	2	-4	-8	15
O=C(COC(=O)c1cc(Cl)cc(Cl)c1)NCc1ccco1	-2	-2.9	-6	x	-5	2	-0.1	-4	0	-3	14
CCN1CCc2c(sc(NC(=O)c3ccc(S(=O)(=O)N4CCCCCC4)cc3)c2C(=O)NC)C1	-8	-0.4	11	4	-15	71*	26*	6	5	67*	16
CN(C)/C=C(\C#N)C(=O)N/N=C/c1ccc(F)cc1	-20	-1.5	-9	-1	-20	-18	-0.2	8	8	-3	-16

# (listing goes on)
canonical_smiles	TWEAK-Fn14 inh	hiPSC survival	Shn3 inh set2	NR2E3 ag-1	NR2E3 ag-2	Peg3 promoter	aDG glyco act	KKLEB cytotox	CF NFkB block	TRPM1 prom inh	HIF-2a inh
O=C(Nc1cccc(Cl)c1N1CCCCC1)c1ccc(N2CCOCC2)c([N+](=O)[O-])c1	-13	-0.4	-7	3	14	19	-0.2	-68*	65*	-13	11
O=C1CCCCC1Nc1ccc(Br)cc1 (stereo not drawn)	-24	-2.6	4	x	-4	-11	0.3	-8	4	-12	-17
CCCC(=O)N/C(N)=N/c1nc(C)c2cc(C)ccc2n1	-13	1.4	-6	3	-31	-37	0.4	3	-23	x	-141
CCN(CC)S(=O)(=O)c1cc(NC(=O)[C@@H](NC(N)=O)C(C)C)ccc1C	-29	-0.5	-11	4	-10	11	-0.1	0	-5	-1	17
CCCCN(CCCC)CCn1cnc2c([nH]c3ccc(OC)cc32)c1=O	-5	2.2	17	1	-17	16	1.2	15	-20	x	-15
CCOC(=O)c1cnc(SCC(=O)Nc2ccccc2C(=O)OC)nc1N	-11	-1.6	50	-1	-9	27	0.2	3	9	1	10
COc1ccccc1N1CCN(C(=O)CCCCCn2c(=O)[nH]c3ccsc3c2=O)CC1	12	0.3	5	2	-6	-4	0.0	-5	11	-3	8
COc1ccc(C(C#N)N2CCCCC2)cc1OC (stereo not drawn)	-21	-0.2	10	2	-17	15	0.5	-10	7	12	8

# Screening results as filed in PubChem BioAssay.
